MEKK2wt PB1 HTS: raises or lowers MEK5 binding to wildtype human MEKK2 PB1 domain | Q9Y2U5 | bead flow cytometry, Alexa488-MEK5 binding to MEKK2 WT; actives lie on both sides | binding response (% of control), % at 10 µM | 1.1% of 290,000 active | AID 1531; in the data active = binding response below about 67% or above about 130%; inconclusive = no clear call, values can overlap the other calls; inactive = in between
HCV NS3 hel inh: inhibitors of Hepatitis C virus NS3 helicase | NS3 helicase DNA unwinding, Cy5 molecular beacon fluorescence | inhibition, % at 10.9 µM | 0.56% of 290,000 active;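 active = inhibition above the mean of all tested compounds plus 3 SD, set per campaign, cut at about 35% in these data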;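 note: 0% = DMSO wells and 100% = thioflavine S control wells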
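Control set: DMSO versus 110 µM thioflavine S; Material: NS3 helicase fragment of HCV; Measured by: Cy5 fluorescence at 0 and 60 min, beacon hairpin quenching; Read-out basis: percent inhibition from t60/t0 fluorescence ratio; Times: reaction time 60 min, 25 °C; Repeats: single replicate; Compound dosing: single dose, 10.9 µM nominal final, DMSO 0.8% final.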
NALP1 yeast inh: blocks the NALP1 inflammasome reconstituted in yeast. S. cerevisiae NALP1/ASC/caspase-1 growth, X-gal OD620, 72 h. inhibition, % at 10 µM. 0.61% of 280,000 active. AID 2071; in the data active = inhibition mostly above about 24%, no sharp cut-off; inactive = mostly below about 32%; note: some compounds called inactive have numbers as strong as hits
IMP-1 inh: inhibitors of Pseudomonas aeruginosa IMP-1 metallo-beta-lactamase | AID 1556 | purified IMP-1, nitrocefin hydrolysis, epi-absorbance fluorescence | 0.45% of 290,000 active | inhibition, % at 5.6 µM;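 active = inhibition above the mean plus 3 SD of all compounds in the same screening run, cut at about 4.5% in these data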;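 note: 0% = IMP-1 with DMSO and 100% = DMSO wells lacking enzyme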
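Test system: recombinant IMP-1 enzyme, purified / Medium: HEPES buffer pH 7.1 with ZnSO4 and Brij 35 / Doses: single dose, 5.6 µM / Times: 25 °C, 15 min preincubation, 25 min reaction / Detection: Epi-absorbance via hydrolysed-nitrocefin quenching of white-plate fluorescence, 480/530 nm, EDTA stop / Evaluation: percent inhibition from optical density relative to buffer-blank wells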
M18AAP inhibitor: PfM18AAP enzyme inhibition; recombinant PfM18AAP, H-Glu-NHMec fluorogenic cleavage; inhibition, % at 7.35 µM; 1.2% of 290,000 active; AID 1822;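 active = inhibition above the campaign mean inhibition over all tested compounds plus 3 SD, cut at about 28% in these data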;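 note: 0% = plate median of test compound wells and 100% = 2 mM ZnCl2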
MEKK2mut PB1 HTS: signal of MEK5 binding to mutant human MEKK2 PB1 domain | AID 1530 | percent response, % at 10 µM | bead flow cytometry, Alexa488-MEK5 binding to MEKK2 mutant | 0.35% of 290,000 active; in the data active = percent response above about 24%, passing the limit was not always enough; note: inactives centre near 1; some results filed as inactive read as strong as hits
VIM-2 inh: inhibitors of Pseudomonas aeruginosa VIM-2 metallo-beta-lactamase; purified VIM-2, nitrocefin hydrolysis, epi-absorbance fluorescence; inhibition, % at 5.6 µM; 0.89% of 290,000 active; AID 1527;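 active = inhibition above the mean of all tested compounds plus 3 SD, cutoff set per screening run, cut at about 7.5% in these data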;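 note: red hydrolysis product quenches plate fluorescence so inhibitors raise well fluorescence; 0% = enzyme with DMSO and 100% = DMSO without enzyme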
DNA FID counter: displaces DNA intercalator in HCV helicase counter-screen; DNA fluorescent intercalator displacement, fluorescence; AID 1845; 0.17% of 290,000 active; inhibition, % at 7.9 µM; in the data active = inhibition above about 37%;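 note: 0% = vehicle and 100% = reference compound; higher means more ethidium bromide displaced from hairpin DNA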
UBC9 SUMO inh: inhibitors of human SUMOylation (UBC9) | inhibition, % at 35 µM | HTRF SUMOylation assay, SAE1/SAE2 + UBC9, in vitro | 0.36% of 290,000 active | P63279 | AID 2006; in the data active = inhibition above about 50%, passing the limit was not always enough; inconclusive = no clear call, values can overlap the other calls; note: strong numbers were not always called active
Target sequence (P63279 whole entry, looked up): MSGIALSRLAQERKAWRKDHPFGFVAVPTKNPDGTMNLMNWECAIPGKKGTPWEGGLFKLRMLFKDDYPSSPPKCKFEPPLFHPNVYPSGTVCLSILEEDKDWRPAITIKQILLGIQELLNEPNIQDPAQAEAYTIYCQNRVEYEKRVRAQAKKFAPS
Starred values were filed as active, the others as inactive; u = inconclusive; x = no result given; & = joins results of further samples. Only part of the results is shown; the hit share may differ from the screen's.

SMILES	IMP-1 inh	UBC9 SUMO inh	MEKK2mut PB1 HTS	NALP1 yeast inh	VIM-2 inh	M18AAP inhibitor	MEKK2wt PB1 HTS	HCV NS3 hel inh	DNA FID counter
CC(O)(CS(=O)(=O)c1cccc(C(F)(F)F)c1)C(=O)Nc1ccc(C(F)(F)F)cc1 (stereo not given)	-0.8	-4.2	2.0	2.6	-1.1	2.4	97.0	-7.8	-0.8
COCCCn1c(N)c(C(=O)NCCC(C)C)c2nc3ccccc3nc21	-1.9	101.5	-2.0	-9.5	-1.1	6.1	97.0	-6.2	-8.8
N#CC(C#N)=NNc1ccc(S(N)(=O)=O)cc1	-2.2	23.5	-3.0	x	-1.2	-2.2	95.0	12.9	2.0
CCN(CCO)c1ccc(N=Cc2c(O)n(C)c(=S)[nH]c2=O)cc1	-3.0	28.3	0.0	x	-0.7	13.1	97.0	7.6	-2.8
CC(C)Sc1nnc([C@@H](N)Cc2ccccc2)o1	-0.8	17.2	-2.0	5.1	-1.5	-1.8	95.0	-8.7	4.9
CCN(CC)C(=O)c1ccc(NC(=O)CCCSc2ccccc2)cc1	-3.7	-5.7	1.0	6.5	-1.3	0.2	111.0	2.4	-22.2
Nc1ccc2ccc3cccc[n+]3c2c1	26.1*	u	3.0	20.2	25.5*	5.5	109.0	2.9	19.5
NC(=O)c1cn(C2OC(CO)C(O)C2O)c2ncnc(N)c12 (stereo not given)	-4.6	-24.6	5.0	11.8	-1.5	-6.8	97.0	-4.9	1.7
COc1ccc(O)c(C(C)(C)C)c1	-3.5	9.8	-13.0	-1.6	-0.8	3.0	85.0	0.7	0.3
Cn1cccc1/C=C1/C(=O)NC(=O)N(Cc2ccc(F)cc2)C1=O	-3.1	19.6	0.0	x	-2.2	-9.8	93.0	33.1	-11.1
CCOC(=O)CC1=C(C(=O)OCC)C2(C(=O)Nc3ccccc32)C(C#N)=C(N)O1 (stereo not given)	3.8	-0.2	2.0	4.8	-2.3	-8.2	107.0	-7.9	-8.7
COc1ccc2cc(C(=O)C3CCCN(C4CCOCC4)C3)ccc2c1 (stereo not given)	-2.8	44.1	5.0	15.8	-1.9	-6.4	109.0	-4.1	11.9
Clc1ccc(C(c2ccccc2)c2ncc[nH]2)cc1 (stereo not given)	-2.9	0.7	-2.0	25.2	-5.4	3.5	96.0	1.5	1.0
CCSP1(=S)N=C(N2CCOCC2)C(C#N)=C2CCCN21 (stereo not given)	-1.5	1.0	3.0	-2.0	-2.7	-2.5	106.0	1.8	-1.5
OC(CNC1CCCCC1)c1ccccc1 (stereo not given)	-1.3	-0.1	4.0	-6.1	-0.2	-4.5	104.0	0.9	2.0
C/C(=N\N1CCN(C)CC1)c1c(O)n(Cc2ccccc2)c(=O)[nH]c1=O	-2.7	4.3	12.0	35.8	-1.1	-2.0	91.0	8.4	1.9
COc1ccc(-n2c(O)c(/C=C3\C=Nc4ccc(Br)cc43)c(=O)[nH]c2=O)c(OC)c1	-1.9	9.0	-3.0	7.3	-0.3	23.8	87.0	19.6	4.8
CCOC(=O)C1CCN(/C=C2/C(=O)NC(=O)N(c3cccc(C)c3C)C2=O)CC1	-3.1	7.2	-7.0	20.5	-2.3	-4.5	90.0	0.6	6.0
Cc1nc2ccc(Cl)cc2c(-c2ccccc2)c1C(=O)O	-4.7	7.1	18.0	23.6	-4.3	0.6	109.0	-1.6	1.7
COc1ccc(NC(=O)N2CCC3(CC2)OCCO3)cc1	-1.6	-12.4	-6.0	-2.8	-3.1	-5.3	98.0	7.1	-2.3
CCOP(=O)(OCC)C(NC(=O)c1ccccc1)=C(Cl)Cl	-2.0	-13.7	-1.0	6.8	-1.4	0.2	105.0	1.1	-5.0
COc1ccccc1OCCCn1cc(C(C)=O)c2ccccc21	-2.4	5.2	-8.0	-12.2	-3.8	-10.1	100.0	-4.6	-14.0
CCCCC(=O)N/N=C/c1c(O)n(-c2ccccc2)c(=O)[nH]c1=O	-2.2	6.1	5.0	-19.4	-5.2	2.3	103.0	-0.7	-18.7
O=C1NC(=O)N(c2ccc(Cl)cc2)C(=O)/C1=C\c1ccc(Sc2nc3ccccc3[nH]2)o1	-6.5	5.0	-5.0	21.1	-1.2	1.5	82.0	43.8*	-28.4
CN(C)C(=O)Oc1ccc(OCc2nc3ccccc3[nH]2)cc1	-2.6	10.0	1.0	24.8	-3.3	3.4	98.0	-12.8	-9.6
CC1(C)OC1COc1c2occc2cc2ccc(=O)oc12 (stereo not given)	-2.9	11.3	3.0	33.3	-0.9	0.9	102.0	-0.7	-2.2
CC(=O)Nc1cc(C(=O)N2CCC3(CC2)OCCO3)ccc1S(=O)(=O)c1ccc(C)cc1	0.9	7.3	-3.0	1.2	-0.8	-1.9	93.0	-1.5	-15.0
c1cnc2c(c1)ccc1ncccc12	-2.7	-14.2	-3.0	x	-0.5	-0.8	95.0	1.4	-2.3
Cc1ccc(/C=C2\C(=O)NC(=S)N(c3ccc(F)cc3)C2=O)s1	1.7	2.4	0.0	-2.2	-1.6	0.2	99.0	8.8	-19.6
CC1(C)COC(Nc2ccc(Cl)cc2)=N1	-3.3	-0.5	-11.0	40.7*	-3.4	-4.8	87.0	1.3	0.5
Clc1ccccc1CNC1CN2CCC1CC2 (stereo not given)	-1.6	-5.1	0.0	9.2	0.9	-0.9	101.0	-14.4	7.0
COc1ccc(-n2c(Cc3ccccc3)nc3ccccc3c2=O)cc1	-0.9	6.1	-6.0	2.3	-3.0	4.6	92.0	1.6	-28.0
Cc1cccc(CN2CCN(CC(=O)N3CCC4(CC3)OCCO4)C2=O)c1	-6.1	-0.3	-1.0	0.0	-1.1	-7.3	95.0	6.8	-10.8
CCCCCCn1c(O)c(C=Nc2ccccc2N2CCOCC2)c(=O)[nH]c1=S	-0.8	17.8	24.0	21.5	-2.0	-12.7	29.0*	-4.3	-3.2
Cc1nc2cc([N+](=O)[O-])ccc2c(=O)n1-c1ccccc1[N+](=O)[O-]	-3.8	11.4	-2.0	-2.3	-3.9	-6.1	100.0	6.8	14.0
O=C(O)c1cc2ccccc2oc1=O	-1.8	-2.0	-4.0	x	-2.6	-7.2	97.0	1.0	1.6
COCCCn1c(N)c(C(=O)OCCOC)c2nc3ccccc3nc21	-0.2	80.5	4.0	12.4	2.3	9.5	105.0	8.2	-14.6
COC(=O)[C@@H]1C[C@@]1(C)[C@@H](NP(=O)(c1ccccc1)c1ccccc1)c1ccccc1	-0.7	-1.2	2.0	19.0	-2.9	2.0	97.0	1.7	-14.9
CSc1ncc(CN2CCCC(C(=O)c3sccc3C)C2)cn1 (stereo not given)	-1.4	-7.8	1.0	-1.3	-1.4	-4.9	103.0	6.3	-7.8
CCN(CC)S(=O)(=O)c1cc(NC(=O)C(C)N2CC=C(c3ccccc3)CC2)ccc1C (stereo not given)	-1.3	3.6	4.0	17.8	2.2	-3.0	103.0	-19.4	6.6
CN1CCN(c2ccc([N+](=O)[O-])c(Sc3nncn3C)c2)CC1	-2.9	0.1	3.0	18.9	-3.0	5.1	102.0	2.8	2.0
CC(=O)Nc1cc([As](=O)(O)O)ccc1O	-4.8&-0.9	19.8&15.4	5.0&-7.0	21.4&12.4	-4.7&0.2	0.7&-2.0	108.0&101.0	3.4&7.7	1.0&-0.6
O=[N+]([O-])c1ccc(C2[C@H]3C(c4ccccc4)=NC4(CCCCC4)N23)cc1 (stereo not given in full)	-3.0	-9.2	-1.0	20.2	-4.2	-1.2	102.0	3.0	-3.4
O=C(NC1CN2CCC1CC2)c1ccc(-c2ccc([N+](=O)[O-])cc2)o1 (stereo not given)	1.5	31.6	-4.0	0.8	1.3	22.2	86.0	-13.3	6.9
CCCCCCC(=O)N/N=C/c1c(O)n(C(C)CC)c(=S)[nH]c1=O (stereo not given)	-3.1	-45.4	2.0	-4.8	-3.3	2.9	99.0	16.4	-32.4
CC(C)CCNC(=O)c1cc(C(=O)c2cc(Br)ccc2O)cn(CCC(C)C)c1=O	-2.1	6.6	-5.0	-8.4	-2.4	1.0	97.0	-0.3	-8.6

Given field by field: part of the list above
CC1(C)COC(Nc2ccc(Cl)cc2)=N1
  IMP-1 inh: -3.3
  UBC9 SUMO inh: -0.5
  MEKK2mut PB1 HTS: -11.0
  NALP1 yeast inh: 40.7*
  VIM-2 inh: -3.4
  M18AAP inhibitor: -4.8
  MEKK2wt PB1 HTS: 87.0
  HCV NS3 hel inh: 1.3
  DNA FID counter: 0.5
Clc1ccccc1CNC1CN2CCC1CC2 (stereo not given)
  IMP-1 inh: -1.6
  UBC9 SUMO inh: -5.1
  MEKK2mut PB1 HTS: 0.0
  NALP1 yeast inh: 9.2
  VIM-2 inh: 0.9
  M18AAP inhibitor: -0.9
  MEKK2wt PB1 HTS: 101.0
  HCV NS3 hel inh: -14.4
  DNA FID counter: 7.0
COc1ccc(-n2c(Cc3ccccc3)nc3ccccc3c2=O)cc1
  IMP-1 inh: -0.9
  UBC9 SUMO inh: 6.1
  MEKK2mut PB1 HTS: -6.0
  NALP1 yeast inh: 2.3
  VIM-2 inh: -3.0
  M18AAP inhibitor: 4.6
  MEKK2wt PB1 HTS: 92.0
  HCV NS3 hel inh: 1.6
  DNA FID counter: -28.0
Cc1cccc(CN2CCN(CC(=O)N3CCC4(CC3)OCCO4)C2=O)c1
  IMP-1 inh: -6.1
  UBC9 SUMO inh: -0.3
  MEKK2mut PB1 HTS: -1.0
  NALP1 yeast inh: 0.0
  VIM-2 inh: -1.1
  M18AAP inhibitor: -7.3
  MEKK2wt PB1 HTS: 95.0
  HCV NS3 hel inh: 6.8
  DNA FID counter: -10.8

Compound activity as filed in PubChem.
